# High-throughput results from PubChem.
# ROC1-CUL1 inh – inhibitors of human ROC1-CUL1 ubiquitin ligase activity. in vitro K48 di-Ub FRET, acceptor:donor ratio, 45 min. 140,000 compounds, 0.6% hits. inhibition, % at 10 µM. P62877+Q13616; in the data active means inhibition above about 25%
# Target sequence (P62877 whole entry, looked up): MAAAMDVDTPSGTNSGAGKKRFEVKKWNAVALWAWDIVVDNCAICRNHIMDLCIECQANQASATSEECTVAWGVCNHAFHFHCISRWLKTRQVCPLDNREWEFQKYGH
# Target sequence (Q13616 whole entry, looked up): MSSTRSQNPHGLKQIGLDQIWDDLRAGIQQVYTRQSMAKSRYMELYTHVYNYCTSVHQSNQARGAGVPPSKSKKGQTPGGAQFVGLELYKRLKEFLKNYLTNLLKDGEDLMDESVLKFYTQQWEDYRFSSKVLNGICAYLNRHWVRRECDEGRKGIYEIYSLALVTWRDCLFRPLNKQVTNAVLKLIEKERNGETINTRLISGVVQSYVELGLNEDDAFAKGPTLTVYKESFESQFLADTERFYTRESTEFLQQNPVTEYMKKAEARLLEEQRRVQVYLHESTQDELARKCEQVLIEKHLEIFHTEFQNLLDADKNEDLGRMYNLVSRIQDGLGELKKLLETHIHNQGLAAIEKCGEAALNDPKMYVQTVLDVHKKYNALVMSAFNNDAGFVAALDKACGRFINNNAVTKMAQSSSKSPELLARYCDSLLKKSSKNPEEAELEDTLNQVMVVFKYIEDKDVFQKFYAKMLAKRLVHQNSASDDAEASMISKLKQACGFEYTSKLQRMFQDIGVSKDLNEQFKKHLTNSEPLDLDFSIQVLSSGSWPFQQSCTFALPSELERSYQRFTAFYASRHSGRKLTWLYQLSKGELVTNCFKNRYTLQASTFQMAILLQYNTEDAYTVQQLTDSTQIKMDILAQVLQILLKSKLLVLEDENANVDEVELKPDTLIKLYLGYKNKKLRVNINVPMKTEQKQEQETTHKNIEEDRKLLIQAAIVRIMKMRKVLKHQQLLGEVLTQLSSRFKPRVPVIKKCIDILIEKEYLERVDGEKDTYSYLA
# Numbers without * were called inactive; & = joins results of further samples.
# Start of the listing, in advance (four entries):
ROC1-CUL1 inh	mol
-3.5	COCc1ccc(C(=O)Nc2ccc(-c3nc(CNC(=O)c4csc(C)n4)c(C)o3)cc2)o1
2.9	Cc1ccc(-c2cc(C(=O)N3CCCCCC3)c3ccccc3n2)o1
15.3	CC(C)(C)c1nc[nH]c(=O)c1Br
-2.0	Cn1cc(-c2cc3n(n2)CCC(=O)N3CCCC(=O)Nc2ccc(F)cc2F)c2ccccc21

# This part in full, from the start:
ROC1-CUL1 inh	mol
-3.5	COCc1ccc(C(=O)Nc2ccc(-c3nc(CNC(=O)c4csc(C)n4)c(C)o3)cc2)o1
2.9	Cc1ccc(-c2cc(C(=O)N3CCCCCC3)c3ccccc3n2)o1
15.3	CC(C)(C)c1nc[nH]c(=O)c1Br
-2.0	Cn1cc(-c2cc3n(n2)CCC(=O)N3CCCC(=O)Nc2ccc(F)cc2F)c2ccccc21
5.1	O=C(Nc1ccc(-c2nc3cc(NC(=O)c4ccccc4Cl)ccc3o2)cc1)c1ccccc1Cl
1.1	COc1ccc2c(Cl)c(C(=O)Nc3nc(-c4ccc(F)cc4)cs3)sc2c1
0.0	Oc1ccc2ccccc2c1/C=N/Nc1nc(-c2ccccc2)cs1
4.7	CCS(=O)(=O)NCC(c1ccco1)N1CCN(c2ccccc2)CC1 (configuration not stated)
-6.3	C=CCOc1ccc(C(=O)C2C(=O)C(=O)N(c3ccccn3)C2c2cccc(Br)c2)cc1 (configuration not stated)
-2.7	CSc1cccc(NC(=O)CC(c2cccs2)N2Cc3ccccc3C2=O)c1 (configuration not stated)
8.7	CCN1C(=O)CC(CC(=O)N2CCN(c3nonc3C)CC2)(c2cccc(C(F)(F)F)c2)C1=O (configuration not stated)
-0.9	CCCCC(=O)Nc1ccc(N2CCN(S(C)(=O)=O)CC2)cc1
-3.9	COc1ccc(CNC(=O)c2cc3c(=O)[nH]c4ccccc4c3s2)cc1
-4.0	COc1cc(OC)c(-c2noc(C(=O)c3ccccc3)c2C(=O)c2ccccc2)c(OC)c1
-4.6	CC(=O)c1cccc(NC(=O)CSc2nc3c(c(=O)[nH]2)CCC3)c1
1.7	Cc1ccc(C2C(CN3CCOCC3)=C(c3ccccc3)Oc3ccccc32)cc1 (configuration not stated)
5.1	O=C(NCCS(=O)(=O)N1CCN(c2ccc(F)cc2)CC1)c1ccccc1Br
-7.2	c1ccc(N2CCN(C3CCCN(Cc4cccc5cccnc45)C3)CC2)cc1 (configuration not stated)
-0.2	C=C(C)Cn1c(SCC(=O)c2ccc(Br)cc2)nc2sc3c(c2c1=O)CCCC3
2.8	Nc1nc(N)c2c(Br)c(Br)cc(Br)c2n1
-3.5	CCOc1cc(C(=O)NCc2nc(-c3cccc(C)c3)no2)cc(OCC)c1OCC
-4.4	O=C(NC(=S)Nc1ccc(S(=O)(=O)Nc2nccs2)cc1)c1cc(-c2ccc(Cl)cc2)nc2ccccc12
12.4	CCCS(=O)(=O)c1c(S(=O)(=O)CCC)c2c3ccccc3ccn2c1C(=O)c1ccc(C)cc1
-5.0	Cc1cccc(OCC(=O)Nc2ccc3c(c2)nc(CCNC(=O)c2ccco2)n3C)c1
-0.9	COc1ccc(-n2nc3cc(C)c(NC(=O)c4ccc(-c5ccc(Cl)cc5)o4)cc3n2)cc1
10.8	COc1ccc(CCNC(=O)CSc2ncnc3sc(-c4ccccc4)cc23)cc1OC
2.4	CC(C)OC(=O)c1c(-c2ccccc2)csc1N
-7.3	Nc1ccc(-c2cc(C(=O)O)[nH]n2)cc1
1.6	COc1cc(OC)cc(-c2nc3nc(C)c(CCC(=O)Nc4ccc(C)cc4)c(C)n3n2)c1
0.0	COc1cccc(C(=O)Nc2ccc3oc(-c4ccc5ccccc5c4)nc3c2)c1

# Shown as labelled records: entries from further up
Molecule: Nc1ccc(-c2cc(C(=O)O)[nH]n2)cc1
- ROC1-CUL1 inh: -7.3
Molecule: C=CCOc1ccc(C(=O)C2C(=O)C(=O)N(c3ccccn3)C2c2cccc(Br)c2)cc1 (configuration not stated)
- ROC1-CUL1 inh: -6.3

# (next part)
ROC1-CUL1 inh	mol
0.7	Cc1cc(OC(=O)COc2ccc3ccccc3c2)ccc1Br
-2.7	Cc1ccc(-c2noc(-c3ccc(N4CCN(C)CC4)c([N+](=O)[O-])c3)n2)cc1
-8.8	C#CCOc1ccc(/C=C2\SC(=Nc3ccc(C(=O)OC)cc3)N(C)C2=O)cc1
12.9	Cc1cc2nnc(SCC(=O)c3cc(C)n(Cc4ccccc4)c3C)n2c2ccccc12
10.9	O=C(Cn1c2c(c3ccccc31)CCCC2)N1N=C(C(F)F)CC1(O)C(F)F (configuration not stated)
7.5	CCOc1cc(CNn2nnnc2N)cc(Br)c1OCC(=O)NC1CCCCC1
-1.8&4.5	CCOC(=O)c1cnc2c(ccc3ccccc32)c1Nc1cccc(OC)c1
-5.8	COc1ccc(-c2c(C(C)=O)c(C)nc3sc(C#N)c(N)c23)cc1
-17.8	Cc1nc(N2CCCC(NCc3cc(F)ccc3F)CC2)nc2ccc(F)cc12 (configuration not stated)
11.2	COc1ccc(C(=O)Nc2ccc(-c3nc4ncccc4o3)cc2C)cc1Br
-3.3	Cc1cc(C)n2nc(SCc3nnc(C(F)(F)F)o3)nc2n1
6.1	CN(C)CCCC1c2ccccc2-c2ccccc2CS1(=O)=O (configuration not stated)
3.9	O=C(Nc1ccccc1C(=O)N1CCCC1)c1cccc(F)c1
8.7	CC1=C(C(=O)OC(C)C)C(c2ccc(C(F)(F)F)cc2)NC(=O)N1C (configuration not stated)
0.2	Cc1ccc2nc(CN3CCN(S(=O)(=O)c4ccc(C(C)C)cc4)CC3)oc2c1
7.0	CC1(C)CC(NS(=O)(=O)c2cc(Cl)ccc2Cl)CC(C)(CNS(=O)(=O)c2cc(Cl)ccc2Cl)C1 (configuration not stated)
7.0	Cc1ocnc1C(=O)NC1CCCN(CCc2ccccc2)C1 (configuration not stated)
8.2	COC(=O)c1ccc(Oc2nc3c(c(=O)n(C)c(=O)n3C)n2Cc2ccc(Cl)c(Cl)c2)cc1
6.6	Cc1cn2c3c(=O)n(CCCO)c(=O)n(C)c3nc2n1-c1cccc(Cl)c1
3.9	O=c1ccccn1OCc1ccccc1
-13.5	Cc1ccc(-n2c(=O)c3c(c4cc(C)ccc4n3C)n(Cc3ccc(F)cc3)c2=O)cc1
-2.3	O=C(Nc1ccn(C23CC4CC(CC(C4)C2)C3)n1)c1cc2nc(-c3ccc(Cl)s3)cc(C(F)(F)F)n2n1
2.3	COc1ccc(OC)c(NS(=O)(=O)c2ccc3[nH]c4c(c3c2)CCCCC4)c1
1.2	O=C(c1ccccc1)N1c2ccccc2N=C(c2cccc([N+](=O)[O-])c2)CC1c1ccccc1 (configuration not stated)
-5.6	Cc1ccc(NS(=O)(=O)c2ccc3c(c2)C(C(C)C)C(=O)N3)cc1C (configuration not stated)
2.0	CCc1nc(=O)c2ccccc2n1-c1cccc(C(F)(F)F)c1
-2.9	COc1ccc(-c2cnnc(NCCc3ccccc3F)n2)c(OC)c1
-0.4	CC(NCc1cccn1C)c1ccccc1 (configuration not stated)
-4.8	COc1cccc(C2c3c(-c4ccccc4O)n[nH]c3C(=O)N2Cc2cccnc2)c1 (configuration not stated)
-5.6	COc1cc(NS(=O)(=O)c2ccc3c(c2)OCC(C(=O)N2CCCC2)O3)cc(OC)c1 (configuration not stated)
-6.5	CCOC(=O)C1=C(c2ccccc2)N=c2s/c(=C\c3ccco3)c(=O)n2C1c1ccc(OCC)cc1 (configuration not stated)
3.7	CC(C)c1ccc(/C=C2\C(=O)ON=C2c2ccccc2)cc1
-1.9	CCC(=O)Nc1ccccc1-c1nc2ccccc2n(CC(=O)Nc2ccccc2OC)c1=O
3.8	CN1Cc2c(N3CCOCC3)nc(SCc3ccccc3)c(C#N)c2CC1(C)C
-3.6	Cc1noc(-c2ccc(N3CCCOCC3)nc2)n1
-13.1	FC(F)(F)c1cc(-c2ccccn2)nc2c(-c3ccccc3)cnn12
-8.3	COC(=O)/C(C#N)=C/c1ccc(Sc2ccccc2)n1C
-1.5	Cc1ccc(-n2nc3c(N4CCC(C(=O)NC5CCCCC5)CC4)nnc(C)c3c2C)cc1
16.2	Cc1cc2cnn(-c3ccc(Cl)cc3)c(=O)c2c2nc3ccccc3n12
8.8	CC(=O)c1cccc(CNC(C)c2cnn(-c3ccccc3)c2C)c1 (configuration not stated)
0.8	COc1cc(NC(=O)N2CCc3ccccc3C2)cc(OC)c1OC
-6.3	COc1ccc([N+](=O)[O-])cc1NCc1ccc(C(F)(F)F)cc1
1.4	Clc1ccc(CCNC(c2ccc(Cl)cc2)c2nnc(-c3ccccc3)o2)cc1 (configuration not stated)
3.7	Cc1cc(Br)ccc1NC(=O)C(C)n1nc(C)c([N+](=O)[O-])c1C (configuration not stated)
-3.4	CCn1c2ccccc2c2nnc(N3CCN(c4cccc(Cl)c4)CC3)nc21
0.6	Nc1nc2c(NCCCO)n[nH]c2c2c1CCN(Cc1ccccc1)C2
-2.3	Fc1ccc(Nc2ncc(-c3ccc(Br)s3)s2)cc1
-3.3	Cc1ccc(-n2c(SCC(=O)N/N=C/c3ccncc3)nnc2-c2ccccc2)cc1
5.9	O=C(COCc1cc(-c2ccco2)on1)Nc1cccc(O)c1
-6.6	Cc1ccc(C)n1-c1nnc(N2CCC(C(=O)NCc3ccc(F)cc3)CC2)s1
1.9	O=C(O[C@@H]1CCC[C@H]1OC(=O)c1ccccc1)c1ccccc1
-18.2	CCN1CCN(c2cc(C)c3cc(NC(=O)c4cc(OC)cc(OC)c4)ccc3n2)CC1
-6.5	CCC1CCCCN1CCCNC(=O)C1C(=O)N=C2C(C)=CC=CN2C1=O (configuration not stated)
9.1	CCc1cccc(C)c1NC(=O)c1nnn(-c2c(C)cccc2C)c1C
0.5	CCN1C(=O)/C(=C/c2cc(C(C)(C)C)c(O)c(C(C)(C)C)c2)N(C)C1=S
7.2	Cc1coc(C)c1C(=O)Nc1ccc(Cl)c(Cl)c1
4.6	O=C(C1CCN(S(=O)(=O)c2cccs2)CC1)N1CCN(c2ccccc2F)CC1
-1.2	CCOC(=O)C1=C(C)OC(=N)C(C#N)C1c1ccc(COc2ccc(Cl)c(C)c2)o1 (configuration not stated)
-13.1	O=C(Nc1cccc(-c2ccc(F)cc2)c1)C1CCCN1C1CCOCC1 (configuration not stated)
-5.7	CCOc1cccc(CN2Cc3cc(OC)ccc3OC(CC)C2)c1O (configuration not stated)

# Some of the entries so far, with tabs:
mol	ROC1-CUL1 inh
O=C(C1CCN(S(=O)(=O)c2cccs2)CC1)N1CCN(c2ccccc2F)CC1	4.6
CCOC(=O)C1=C(C)OC(=N)C(C#N)C1c1ccc(COc2ccc(Cl)c(C)c2)o1 (configuration not stated)	-1.2
O=C(Nc1cccc(-c2ccc(F)cc2)c1)C1CCCN1C1CCOCC1 (configuration not stated)	-13.1

# Further results follow.
ROC1-CUL1 inh	mol
3.9	COc1ccc(OC)c(S(=O)(=O)N2CCN(c3cc(Cl)ccc3Cl)CC2)c1
5.9	COC(=O)c1ccccc1OS(C)(=O)=O
-3.8	COCCNC(=O)c1ccccc1NC(=O)c1cccc(Cl)c1
1.2	N#Cc1cc(Cl)c(NCC2CCCO2)cc1C#N (configuration not stated)
-5.9	Cc1ccc(NC(=O)CCC(=O)NNC(=O)Cc2ccccc2)cc1C
-3.5	Cn1c(=O)c2c(ncn2CC(O)CN2CCOCC2)n(C)c1=O (configuration not stated)
-9.3	Cc1c2cnn(CC(=O)NCc3ccc(F)cc3)c(=O)c2c(C)n1Cc1ccccc1F
9.0	COc1cc(OC)cc(C(=O)Nc2ccc3nc(N4CCCCC4)cc(C)c3c2)c1
0.5	N#CC1(C#N)OC(C#N)(C#N)C2SC=CC21 (configuration not stated)
9.9	Cc1ccc(NC(=O)CN2C(=O)C(c3ccccc3)=NC23CCCCC3)cc1C
-1.5	Cc1c(Nc2nc3ccccc3n3c(C)nnc23)cccc1C(=O)O
0.0	O=C(NCC1(c2ccccc2)CCCC1)c1ccc(NC(=O)c2ccco2)cc1
-4.8	O=C(Cn1ncc2cc([N+](=O)[O-])ccc21)Nc1cccc(Cl)c1Cl
6.4	COc1ccc(CC(=O)N2CCC(C3(C)NC(=O)N(Cc4ccsc4)C3=O)CC2)cc1OC (configuration not stated)
-8.6	CCC1=C(C(=O)OC)C(c2ccc(C(=O)OC)cc2)C(C#N)C(=N)O1 (configuration not stated)
-11.2	N=C1/C(=C/c2ccc(-c3ccccc3)o2)C(=O)N=C2SC(SCc3ccccc3)=NN12
10.7	CC(C)Oc1ccc(CN2CCOc3ccc(CN(C)CCc4ccccn4)cc3C2)cc1
-2.6	COC(=O)C1CCCCN1C(=O)c1c(OC)cc(=O)n2c1CCN(Cc1cc(F)ccc1F)CC2 (configuration not stated)
3.1	O=C(Cn1nnc2sc3c(c2c1=O)CCCC3)Nc1ccccc1
3.0	CCS(=O)(=O)N1CCC(C(=O)N2CCN(c3cccc(Cl)c3)CC2)CC1
-0.9	Cc1nc2c(C(=O)NCC3CCN(c4cnn(C)c(=O)c4)C3)cccc2[nH]1 (configuration not stated)
6.8	COCCNc1nc(CN2CCN(C(C)=O)CC2)nc2ccc(Cl)cc12
-3.4	OC(COc1cccc(CNCCCn2ccnc2)c1)CN1CCOCC1 (configuration not stated)
15.7	Cc1oc2nc3c(c(=O)n(Cc4ccccc4Cl)c(=O)n3C)n2c1C
-1.2	CSCCCN1CC[C@@H](N2CCC(O)CC2)[C@H](O)C1
11.0	CC1CCc2c(sc3[nH]c(=S)n(-c4ccccc4)c(=O)c23)C1 (configuration not stated)
-1.5	CC(C)Oc1ccccc1C(=O)Nc1ccccc1C(=O)N1CCN(C)CC1
-3.2	CC(C)CCn1c(=O)c2cccnc2n(CC(=O)Nc2ccccc2F)c1=O
9.7	CCCCn1c(C(C)(C)C)cn2c3c(=O)n(C)c(=O)n(C)c3nc12
-15.7	Cc1cc(C)cc(-n2c(SCC(=O)N3CCC(C)CC3)nc3c([nH]c4ccccc43)c2=O)c1
-3.5	Cc1cccc(N(C)C(=O)C2CCC(CNS(=O)(=O)c3cccc4nsnc34)CC2)c1 (configuration not stated)
-2.6	Cn1c(=O)n(-c2cccc(Cl)c2)c(=O)c2sc3ccccc3c21
1.5	COc1cc(CNC2CC(=O)N(Cc3ccccc3Cl)C2)ccc1F (configuration not stated)
11.1	O=C(CN1CCCCC1)Nc1c(C(=O)c2ccc(Br)s2)oc2ccc(Br)cc12
-0.3	CCOC(=O)C1=C(C)N=c2s/c(=C/c3c4ccccc4cc4ccccc34)c(=O)n2C1c1ccccc1OCC (configuration not stated)

# These rows are one share of the data (hit frequency here may not be typical).
